High-throughput results: PubChem, Sanford-Burnham Center for Chemical Genomics
tim10-1 inh: growth inhibitors of tim10-1 mutant yeast; AID 463190; S. cerevisiae tim10-1 ts strain growth, BacTiter-Glo, 24 h; 330,000 compounds, 2.2% hits; inhibition, % at 20 µM;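 active = inhibition of at least 40%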;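 note: mutant grown at 25 °C; 0% = DMSO wells with yeast and 100% = wells holding no yeast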
MIN6 prolif: induces beta-cell replication in MIN6 cells. 330,000 compounds, 0.29% hits. MIN6 cells proliferation, ATPlite luminescence, 48 h; cells starved in 0.2% serum; 100% = growth in 10% serum. proliferation, % at 10 µM;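 active = compounds whose signal lies at least 3.5 SD above the mean of all wells on their plate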;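 note: 0% = DMSO-treated cells in low-serum medium and 100% = 10% serum control; some compounds called inactive have numbers as strong as hits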
mIAP act: mouse IAP activation; muIAP, CDP-Star luminescence, 30 min; active compounds read high; 1 = vehicle-only enzyme signal, 0 = enzyme-free wells; activation factor at 10 µM; 330,000 compounds, 0.24% hits; AID 2805;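 active = activation factor of at least 2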; note: the source names both 10 and 20 µM as test concentration; values of inactives mirror those of a sister screen read the other way
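Assay system: mouse IAP enzyme; Reagent: CDP-Star chemiluminescent phosphatase substrate; Compound: DMSO-dissolved test compounds; Incubation: 30 min, room temperature; Technique: luminescence from enzymatic CDP-Star hydrolysis; Controls: DMSO-only wells and no-enzyme negative control.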
A3A deaminase: blocks human APOBEC3A ssDNA deamination | P31941 | 330,000 compounds, 0.41% hits | recombinant A3A, FAM/TAMRA ssDNA deamination fluorescence | inhibition, % at 20 µM;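 active = at least 40% inhibition at 20 µM here, with at most 30% in a related deaminase screen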;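 note: plate controls were A3A with DMSO for no effect and wells lacking A3A enzyme for full effect; some results filed as inactive read as strong as hits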
APOBEC3G inh: inhibitors of human APOBEC3G DNA deaminase. inhibition, % at 20 µM. 330,000 compounds, 0.28% hits. AID 493012. recombinant A3G, ssDNA deamination FAM/TAMRA fluorescence. Q9HC16;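 active = inhibition of at least 40% at 20 µM, with no more than 30% in the related APOBEC3A deaminase screen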;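 note: plate controls were DMSO wells with A3G for no effect and wells lacking A3G enzyme for full effect; some compounds called inactive have numbers as strong as hits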
Target sequence (Q9HC16 whole entry, looked up): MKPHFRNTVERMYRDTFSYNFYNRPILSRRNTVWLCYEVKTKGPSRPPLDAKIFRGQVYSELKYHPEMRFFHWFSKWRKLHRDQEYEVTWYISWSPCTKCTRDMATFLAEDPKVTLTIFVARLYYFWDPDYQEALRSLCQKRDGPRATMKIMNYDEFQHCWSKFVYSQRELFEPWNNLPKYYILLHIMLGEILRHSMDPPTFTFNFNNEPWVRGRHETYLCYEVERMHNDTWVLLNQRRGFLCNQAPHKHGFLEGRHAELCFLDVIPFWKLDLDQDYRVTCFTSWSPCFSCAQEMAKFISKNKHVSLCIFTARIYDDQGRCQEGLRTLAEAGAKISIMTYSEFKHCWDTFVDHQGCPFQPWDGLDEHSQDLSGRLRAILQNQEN
hIAP block: blocks human intestinal alkaline phosphatase. P09923. purified IAP, CDP-Star luminescence, 30 min. inhibition, % at 10 µM. 330,000 compounds, 0.12% hits. AID 2544;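 active = inhibition reaching a set limit with compound at 10 µM in the primary screen, cut at about 35% in these data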;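 note: plate controls were DMSO wells with enzyme for no effect and no-enzyme buffer wells for full effect; values of inactives mirror those of a sister screen read the other way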
Target sequence (P09923 whole entry, looked up): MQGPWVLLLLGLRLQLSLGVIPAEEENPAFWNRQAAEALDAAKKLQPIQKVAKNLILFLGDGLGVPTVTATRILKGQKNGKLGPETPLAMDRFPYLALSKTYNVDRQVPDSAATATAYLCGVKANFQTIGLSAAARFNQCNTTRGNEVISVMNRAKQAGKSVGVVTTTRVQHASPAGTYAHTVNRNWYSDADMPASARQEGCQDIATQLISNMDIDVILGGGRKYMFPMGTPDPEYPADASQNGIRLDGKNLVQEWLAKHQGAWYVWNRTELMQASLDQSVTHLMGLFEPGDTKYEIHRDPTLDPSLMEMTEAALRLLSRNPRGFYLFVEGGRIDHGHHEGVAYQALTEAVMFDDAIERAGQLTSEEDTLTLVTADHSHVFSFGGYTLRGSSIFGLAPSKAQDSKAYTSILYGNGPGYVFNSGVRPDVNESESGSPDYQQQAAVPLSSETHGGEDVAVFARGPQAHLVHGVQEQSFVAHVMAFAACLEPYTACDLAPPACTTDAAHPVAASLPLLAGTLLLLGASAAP
mIAP inh: blocks mouse intestinal alkaline phosphatase; inhibition, % at 10 µM; purified mouse IAP, CDP-Star luminescence, 30 min; 330,000 compounds, 0.2% hits;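 active = inhibition of at least 40% at 10 µM in the primary screen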;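 note: plate controls were DMSO with enzyme for no effect and no enzyme wells for full effect; values of inactives mirror those of a sister screen read the other way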
NALP3 yeast inh: inhibitors of NALP3 inflammasome in yeast. Yeast reconstituted NLRP3/ASC/caspase-1, beta-gal luminescence, 24 h. inhibition, % at 10 µM. 330,000 compounds, 0.39% hits;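 active = inhibition of 50% or more; inactive = inhibition below 50%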;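 note: plate controls were induced DMSO wells for no effect and uninduced yeast grown without galactose for full effect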
TIM10 inh: growth inhibitors of TIM10 yeast strain; inhibition, % at 10 µM; S. cerevisiae TIM10 strain growth, BacTiter-Glo luminescence, 24 h; 330,000 compounds, 1.4% hits;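 active = inhibition of 40% or more at the single tested concentration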;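 note: wild-type TIM10 isogenic control strain grown at permissive 25 °C; 0% = DMSO yeast wells and 100% = minimal medium wells without yeast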
Active calls of the source: *. This is a random part of the collection. About 4.6% of those tested had a hit in this group.

The line under a structure holds: tim10-1 inh	MIN6 prolif	mIAP act	A3A deaminase	APOBEC3G inh	hIAP block	mIAP inh	NALP3 yeast inh	TIM10 inh
> CC(=O)c1cccc(NC(=O)C(C)OC(=O)CCc2nc3ccccc3c(=O)[nH]2)c1 (stereo not drawn)
    -16	1	1	-1	-7	-10	-4	5	-10
> CN1C(=O)N(C)C2(c3ccccc3)Nn3c(s/c(=C/c4ccccc4F)c3=O)=NC12c1ccccc1 (stereo not drawn)
    9	-1	1	2	-4	-3	-4	-5	-6
> COc1ccccc1CNC(=O)COC(=O)c1c(C)nn(-c2ccccc2)c1Cl
    19	5	0.99	1	-6	2	1	14	6
> Cc1ccc(S(=O)(=O)NCCc2c[nH]c3ccccc23)cc1
    15	-2	1	-4	-8	2	-3	5	12
> O=C(Nc1ccccc1)c1[nH]ncc1[N+](=O)[O-]
    14	-3	1	0	-4	-14	-2	9	22
> COc1cc(/C=N/NS(=O)(=O)c2ccc3ccccc3c2)ccc1OCc1ccc(C(=O)O)cc1
    -1	-3	0.94	4	-3	-5	6	2	15
> Cc1[nH]nc(N)c1N=Nc1ccc(Br)cc1
    14	-3	1	-3	-10	-49	-1	19	29
> COc1cc(CN2CCN(Cc3ccc(SC)cc3)CC2)cc(OC)c1O
    -2	-1	0.99	-5	-5	3	1	15	3
> CCOc1ccc(N(CC(=O)NC2CCC(C)CC2)S(=O)(=O)c2c(C)noc2C)cc1 (stereo not drawn)
    14	-1	0.98	0	-2	-21	2	19	22
> Cc1cccc(/C=N/NC(=O)NC23CC4CC(CC(C4)C2)C3)n1
    14	-1	0.84	0	-5	-8	16	17	24
> COC(=O)c1[nH]c2ccccc2c1NC(=O)c1ccccc1F
    4	1	1	-4	13	-15	-2	26	17
> O=C(NCc1ccccc1)C1=C[C@@H](c2ccc3c(c2)OCO3)C[C@@H](OCCCCO)O1
    3	1	0.89	-1	-3	19	11	19	13
> CCC(NC(=O)NNC(N)=S)(C(F)(F)F)C(F)(F)F
    5	-1	1	-1	1	-10	0	20	0
> c1ccc(N=C(c2cccs2)N2CCOCC2)cc1
    -13	-2	1	-1	-7	-17	-3	0	-17
> CN(C(=O)CSc1nnc(Cc2cccs2)n1C1CC1)C1CCS(=O)(=O)C1 (stereo not drawn)
    10	-3	1	-2	0	-11	-4	16	12
> Cc1ccc(CNC(=O)CN2CCCC(C)C2)cc1 (stereo not drawn)
    -1	2	0.95	-3	-8	6	5	-10	9
> COc1ccc(NC(=O)COc2ccccc2Cc2ccccc2)cc1S(=O)(=O)N1CCOCC1
    13	-1	1.1	-2	-8	-5	-6	2	7
> COc1ccccc1CNS(=O)(=O)c1ccc2c(c1)CC(C)N2C(=O)C1CCC1 (stereo not drawn)
    23	-5	1.1	-4	-6	13	-5	3	-8
> Cc1ccc(-c2csc(NC(=O)C3=COCCO3)n2)cc1C
    41*	-6	0.93	0	-8	-2	8	37	40
> CCN1C(=O)N(C)[C@@H](c2ccccc2)C(C(C)=O)=C1C
    -9	-1	1.1	-4	-13	9	-10	13	-2
> CSc1ccc(CN(C)C(=O)c2cc(Cl)c3c(c2)OCCO3)cc1
    14	6	0.96	1	-6	4	4	6	1
> O=C(NCC1CCCO1)NC1(C(F)(F)F)Oc2ccccc2O1 (stereo not drawn)
    13	-6	0.89	2	-1	9	11	4	9
> COC(=O)C1(O)CC(CC(C)C)=NN1C(=O)c1ccccc1 (stereo not drawn)
    16	-3	0.92	-1	-4	-46	8	19	0
> O=S(=O)(c1ccc(Br)cc1)c1nc(-c2ccccc2)oc1NCc1cccnc1
    -3	-5	0.97	-5	-5	4	3	-6	9
> Cc1ccc(C(C)C)cc1OCC(=O)Nc1nnc(C2CC2)s1
    -5	-2	0.93	1	-1	6	7	16	2
> COC(=O)c1csc2c(C(F)(F)F)cc(N3CCN(C(=O)Nc4ccccc4)CC3)nc12
    -9	-3	1.2	4	3	-6	-16	-5	-11
> O=C(Nc1ccc(Br)cc1)c1cnccn1
    7	-2	1.1	3	4	-47	-8	6	3
> Cc1cc(Br)ccc1OCCOCCN1CCCC1
    -6	-4	0.95	-4	-8	-26	5	22	-8
> COc1ccc(CNC(=O)Nc2cc(C)cc(C)c2)cc1
    -13	2	2	-3	-4	-34	-97	8	5
> CC(C)c1ccc(OCC(=O)NC2=NCCS2)cc1
    0	-2	0.92	3	-6	1	8	16	-4
> CC(C)(C)c1ccc(/C=N/NC(=O)Cc2c[nH]c3ccccc23)cc1
    32	-6	1.1	-3	-3	-12	-12	1	23
> CN(CC(=O)Nc1cccc(F)c1)CC(=O)Nc1cccc(S(=O)(=O)N2CCCCC2)c1
    -4	-4	1.1	3	4	-20	-10	3	3
> CC(=O)NS(=O)(=O)c1ccc(NC(=S)NC(=O)C2CCC2)cc1
    -12	4	0.99	-1	-6	7	1	24	4
> COc1cccc(NC(=O)Cn2c(=O)n(CC3CCCO3)c(=O)c3ccccc32)c1 (stereo not drawn)
    18	-1	1.1	1	-2	2	-7	3	11
> CCOc1cc(-c2nnc(NC(=O)c3ccco3)o2)cc(OCC)c1OCC
    -3	1	0.94	-2	-7	-28	6	5	2
> CCN(CC)S(=O)(=O)c1cc(NC(=O)C(=O)c2c(-c3ccccc3)cc3ccccn23)ccc1C
    34	-5	1.1	4	4	-2	-7	18	10
> CC(C)CN(C(=O)C1CCCC1)C1CCS(=O)(=O)C1 (stereo not drawn)
    17	1	1	-1	-8	2	0	6	17
> CCc1ccc(NC(=S)Nc2cc(OC)c(NC(=O)C(C)C)cc2OC)cc1
    21	-6	1.1	-3	-19	0	-6	22	7
> CCOC(=O)C1(Cc2ccccc2C)CCCN(C(=O)CCn2nccc2C)C1 (stereo not drawn)
    22	11*	1.1	-2	-3	-6	-6	-1	10
> Cc1ccc(N/N=C/c2cccnc2)cc1
    -48	0	0.92	3	0	-4	8	31	-51
> OCc1ccccc1OCCCN1CCC(Cc2ccccc2)CC1
    0	-2	1	-2	-3	-35	-5	2	-4
> COc1ccc(C(N)=S)cc1
    7	1	0.94	-3	-5	4	6	15	-7
> COc1ccc(CCNC(=O)CSc2nnc(C(C)N(C)C)n2Cc2ccccc2)cc1OC (stereo not drawn)
    8	-1	0.94	0	-11	6	6	-2	13
> COC(=O)c1c(C)c[nH]c1C
    11	2	0.93	0	17	6	7	5	-3
> S=c1[nH]nc(-c2ccco2)n1/N=C/c1ccccc1
    16	-2	0.95	-5	44*	-22	5	25	12
> Cc1cc(C)n(C(=O)c2ccc([N+](=O)[O-])cc2Cl)n1
    7	-2	1.1	4	3	14	-8	11	2
> CCc1oc(C(=O)O)cc1COC
    11	-1	1	16	7	4	-2	-11	-4
> O=C(c1cccc(C(F)(F)F)c1)N1CCC(O)(CS(=O)(=O)Cc2ccc(Cl)cc2)CC1
    3	0	1	0	-3	-6	-4	-8	5
> Cc1cccc(NS(=O)(=O)c2cccc(C(=O)N3CCN(S(=O)(=O)c4ccccc4)CC3)c2)c1
    -1	2	0.9	1	-5	4	10	8	2
> O=C(Nc1ccc(Cl)c(Cl)c1)c1csc(-c2ccccc2)n1
    10	-2	0.95	-1	-1	-10	5	-11	3
> COc1ccccc1-c1cc(C(F)(F)F)nc(NCc2cccs2)n1
    6	-4	0.89	-4	-5	2	11	-5	21
> CCCCOc1ccc(/C=N/NC(=S)Nc2cccc(C)c2C)cc1
    36	-3	0.99	3	6	-9	1	37	16
> Cc1cc(=O)[nH]c(SCC(=O)OCc2ccccc2)c1C#N
    19	-2	1	-3	-7	7	-3	-3	-3
> O=C(COC(=O)/C=C/c1ccc(F)cc1)NCc1ccc2c(c1)OCO2
    -10	0	0.91	-2	-7	-1	9	25	-12
> O=S(=O)(NCC(Nc1ccc(Cl)cc1)c1ccccc1)c1ccc(Cl)cc1 (stereo not drawn)
    26	0	1.2	-1	-4	3	-19	3	13
> CNc1nc(C)c(C(C)=O)cc1C#N
    -5	1	0.95	4	4	-34	5	7	-3
> O=C(O)CNC(=O)c1ccc(NS(=O)(=O)c2ccc3ccccc3c2)cc1
    8	0	0.98	-1	-3	3	2	-7	-9
> Cc1cc(NC(=O)COC(=O)[C@H](C)NC(=O)c2ccccc2)no1
    -4	-1	1	-8	-3	-18	-5	7	-13
> CC(=O)Nc1ccc(S(=O)(=O)N2CCN(C(=O)N3CCCCCC3)CC2)cc1
    5	-1	1	-5	-6	-28	-1	11	-2
> CC[n+]1c(C)n(-c2ccccc2)c2ccc(C(=O)OC)cc21
    5	2	1.1	44*	12	6	-5	11	-9

Later entries.
The line under a structure holds: tim10-1 inh	MIN6 prolif	mIAP act	A3A deaminase	APOBEC3G inh	hIAP block	mIAP inh	NALP3 yeast inh	TIM10 inh
> COc1cc(/C=C/CN2CCC(CO)(CC3CCCCO3)CC2)ccc1O (stereo not drawn)
    -1	-2	1	-3	-8	2	-5	12	5
> Cc1cccc(N(Cc2ccccc2)C(=O)c2ccc(C)c(S(=O)(=O)N3CCOCC3)c2)c1
    8	-5	0.85	-1	-3	-3	15	16	2
> O=C(CSCc1ccc(Cl)cc1)Nc1ccc(S(=O)(=O)N2CCCCCC2)cc1
    35	-1	1.4	-3	-6	-15	-36	14	41*
> O=c1[nH]c(=S)c2ncn(-c3ccccc3)c2[nH]1
    11	-1	0.89	-1	-6	-4	11	20	10
> Cc1nn(C)c(C)c1CN(C)C(=O)C1(C)CC1(Br)Br (stereo not drawn)
    1	-1	0.93	0	-5	19	7	6	5
> Cc1cc(/C=C2/SC(=S)N(c3cccc(C(F)(F)F)c3)C2=O)c(C)n1-c1cccnc1
    50*	-4	0.76	-1	-4	-6	24	3	30
> Cc1cccc(C)c1NC(=O)CN1C(=O)S/C(=C\c2cccn2-c2cccc(C(=O)O)c2)C1=O
    6	-1	0.86	11	2	3	14	5	-2
> COC(=O)CCc1c(C)nc(N)[nH]c1=O
    10	-4	1	-1	0	2	-2	13	-1
> Cc1cc(=O)[nH]c(SCCCOc2ccccc2Cl)n1
    20	-1	1	1	-5	3	-2	6	6
> C/C(=N\O)C(=O)NCc1ccccn1
    -2	-2	0.96	-3	-5	-3	4	19	-9
> CCC(c1nnc(SCC(=O)Nc2c(F)cccc2F)n1Cc1ccccc1)N(C)C (stereo not drawn)
    24	-1	0.99	-9	1	1	1	0	20
> O=C(c1cccs1)N1CCN(c2ccccc2)CC1
    2	-1	1.1	-2	-4	-2	-10	0	-11
> Cc1ccc(OCCSc2nc3ccccc3n2CC(=O)O)cc1C
    2	-4	1	0	1	-22	-2	16	1
> CCN(c1ccccc1)S(=O)(=O)c1ccc(Cl)c(NC(=O)CN2CCCCCC2)c1
    -10	-6	0.92	5	2	-18	8	0	-12
> Nc1n[nH]c(N)c1N=Nc1cccc(F)c1
    1	0	0.88	0	2	-4	12	10	13
> O=C(NN(c1ccccc1)c1ccccc1)c1ccc([N+](=O)[O-])o1
    19	-4	0.93	-4	-8	5	7	25	31
> Cc1cc(-c2ccn[nH]2)c(C)s1
    11	-1	0.97	4	-6	-5	3	-3	14
> COc1ccc(CCNC(=O)CCNS(=O)(=O)c2cccc(Cl)c2)cc1OC
    2	0	1	1	-1	-3	-3	-5	-2
